Source: PubChem BioAssay (National Center for Advancing Translational Sciences (NCATS))
POLK inh: inhibitors of human DNA polymerase kappa | purified Pol kappa, fluorescent DNA synthesis assay, 10 min | 400,000 tested, 0.53% active | AID 588579 | Potency, µM (top dose mostly 107 µM), inactives show top-dose activity, negative = inhibition, usual class: inhibitors | Q9UBT6; also: potency is read from the fitted curve at half-maximal effect; % is scaled to controls: 0 for no effect and ±100 for the full control effect
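Pol kappa 10 nM + cpd, 15 min RT; start w/ substrate 50 nM final; fluorescence kinetic read, 0 and 10 min. Neg ctrl: buffer, no enzyme.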
APE1 inh: blocks human APE1 abasic DNA cleavage | recombinant APE1, TAMRA/BHQ-2 abasic DNA cleavage fluorescence | P27695 | 350,000 tested, 0.35% active | Potency, µM (top dose mostly 65.8 µM), for inactives: top-dose activity change, negative = inhibition, actives largely listed as inhibitors;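 also: potency is read from the fitted curve at half-maximal effect; plate controls were vehicle for no effect and reference inhibitor for full effect; nearly all actives have a fitted effect of over 55% in size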
Target sequence (P27695 whole entry, looked up): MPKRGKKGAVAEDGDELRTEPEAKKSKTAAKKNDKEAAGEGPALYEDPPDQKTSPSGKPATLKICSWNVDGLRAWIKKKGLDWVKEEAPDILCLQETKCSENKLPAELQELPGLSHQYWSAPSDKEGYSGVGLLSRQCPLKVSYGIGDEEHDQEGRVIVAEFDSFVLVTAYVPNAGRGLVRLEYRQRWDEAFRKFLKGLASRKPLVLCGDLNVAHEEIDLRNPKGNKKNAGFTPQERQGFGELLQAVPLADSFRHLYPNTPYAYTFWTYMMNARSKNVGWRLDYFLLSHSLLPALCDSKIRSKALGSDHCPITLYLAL
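Kinetic fluorescence read (525 ex/598 em nm, three reads 60 s apart) of AP-site incision; signal = third minus first read. Enzyme 0.75 nM, dual-labelled THF duplex 50 nM, compound preincubation 15 min RT.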
ERG Ets-DNA blk: inhibitors of human ERG Ets domain-DNA interaction. P11308. fluorescence polarization, His-ERG Ets domain / labelled DNA. Potency, µM (doses to about 76.9 µM), for the others: top-dose FP activity, negative = inhibition, hits mostly inhibitors. 370,000 tested, 0.028% active; active = well fitted inhibition curve with a large enough effect in the polarisation, with a control signal flat; inconclusive = small, poorly fitted or top-dose-only effect, or effect the other way, or a change in a side signal; inactive = no such curve, though single readings can be large or run the other way; the % refers to the polarisation;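 also: polarization taken with two DNA probes labelled with fluorescein and Texas red; potency is read from the fitted curve at half-maximal effect; % of control where 0% means no effect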
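His-tagged ERG Ets domain (1 uM in the protein solution; 300mM KCl, 50mM Tris-HCl, 1mM EDTA, 1mM DTT, pH 7.5) received compound, then a probe mix of 5 nM fluorescein-DNA and 100nM Texas-615-DNA. Fluorescence polarization was read for both dyes.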
LDHA block: LDHA (human) enzyme inhibition | P00338 | purified LDHA, NADH/diaphorase-resazurin fluorescence; active compounds read low | activity change, % (values are at about 110 or 230 µM) | 480,000 tested, 0.15% active | AID 1347041; in the data active = activity change below about -30%; inconclusive = mostly about -25% to -30%;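 also: plate controls were DMSO wells for no effect and wells without enzyme for full effect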
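Remaining NADH was detected by diaphorase (0.133 mg/mL) converting 37 µM resazurin to fluorescent resorufin, read at 0 and 20 minutes. The preceding 5-minute room-temperature reaction used 2 nM LDHA, 0.2 mM sodium pyruvate and 0.06 mM NADH at pH 7.4.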
12-LOX inh: ALOX12 (human) lipoxygenase inhibition. purified 12hLO, xylenol orange hydroperoxide absorbance. Potency, µM (highest dose often 108 µM), inactives show at the highest dose activity change, negative = inhibition, usual class: inhibitors. 580,000 tested, 1.1% active. AID 1671190; also: potency is read from the fitted curve at half-maximal effect; % is scaled to controls: 0 for no effect and ±100 for the full control effect
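Purified human 12hLO (150 nM final) in 25 mM Hepes, 0.01% Triton X-100, pH 7.0 was preincubated 15 min at room temperature with compound. Then 40 uM arachidonic acid was added, 30 min. Hydroperoxide was read by Fe-XO absorbance ratio 573/405 nm.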
Apoferritin bind: candidate novel general anesthetic via apoferritin binding; P02791; Potency, µM (doses to about 77.5 µM), without a hit: top-dose activity change, negative = displacement, actives largely listed as inhibitors; apoferritin/1-aminoanthracene competitive binding, fluorescence; 350,000 tested, 0.074% active; AID 485281; also: potency is read from the fitted curve at half-maximal effect; % is scaled to controls: 0 for no effect and ±100 for the full control effect; nearly all actives have a fitted effect of over 20% in size
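Read-out: endpoint 1-AMA fluorescence, excitation 380 nm and emission 535 nm, after compounds sit 10 min at room temperature with 10 uM horse-spleen apoferritin in 50% saturated 1-AMA/PBS. Values come from four-parameter Hill fits.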
POLH inh: blocks human DNA polymerase eta activity; Q9Y253; recombinant Pol eta, fluorescent DNA replication assay; Potency, µM (titrated, usually from 114 µM), for the others: at the top dose activity change, negative = inhibition, hits mostly inhibitors; 390,000 tested, 1.2% active; AID 588591; also: potency is read from the fitted curve at half-maximal effect; % is scaled to controls: 0 for no effect and ±100 for the full control effect
Target sequence (Q9Y253 whole entry, looked up): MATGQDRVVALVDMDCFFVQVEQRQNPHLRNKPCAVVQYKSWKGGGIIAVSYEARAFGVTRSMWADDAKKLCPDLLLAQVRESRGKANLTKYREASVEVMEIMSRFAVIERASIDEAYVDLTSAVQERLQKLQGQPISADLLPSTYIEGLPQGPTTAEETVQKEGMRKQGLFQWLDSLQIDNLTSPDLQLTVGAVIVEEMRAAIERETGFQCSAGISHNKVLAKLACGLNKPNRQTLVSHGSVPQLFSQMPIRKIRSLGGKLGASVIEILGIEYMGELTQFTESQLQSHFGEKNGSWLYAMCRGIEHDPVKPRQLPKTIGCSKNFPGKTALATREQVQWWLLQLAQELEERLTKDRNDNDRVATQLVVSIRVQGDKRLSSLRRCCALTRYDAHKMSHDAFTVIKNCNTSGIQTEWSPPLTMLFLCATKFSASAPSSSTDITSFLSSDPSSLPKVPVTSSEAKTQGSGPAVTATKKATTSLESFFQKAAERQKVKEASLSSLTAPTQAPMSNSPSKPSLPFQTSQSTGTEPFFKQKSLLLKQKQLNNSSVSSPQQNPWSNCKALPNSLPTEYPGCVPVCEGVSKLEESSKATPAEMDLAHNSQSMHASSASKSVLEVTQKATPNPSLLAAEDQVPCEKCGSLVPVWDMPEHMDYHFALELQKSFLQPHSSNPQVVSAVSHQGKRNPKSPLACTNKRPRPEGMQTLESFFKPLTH
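Pol eta at 10 nM preincubated with compounds 15 min at room temperature; reaction started with fluorescent substrate (50 nM final) and read kinetically at 0 and 10 min.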
RGS4 inh: blocks human RGS4-accelerated GTP hydrolysis; Potency, µM (highest dose often 114 µM), for the others: at the top dose activity change, negative = inhibition, most hits filed as inhibitors; Transcreener GDP fluorescence polarization, RGS4-accelerated GTP hydrolysis; 390,000 tested, 0.039% active; P49798; AID 504845; also: potency is read from the fitted curve at half-maximal effect; % is scaled to controls: 0 for no effect and ±100 for the full control effect; nearly all actives have a fitted effect of over 75% in size; some results filed as inactive show a strong effect at the top dose
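MLSMR compounds (23 nl, pin-transferred) preincubated 10 min at room temperature with a 500nM (2x) first reagent, then RGS4 at 900nM (2x) plus Transcreener GDP mix added; fluorescence polarization (620/688 nm) read before and after 90 min at 30 °C.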
Pol beta inh: blocks human DNA polymerase beta activity; P06746; Pol beta primer extension/strand displacement, fluorescence kinetic; Potency, µM (doses to about 114 µM), for the others: top-dose activity change, negative = inhibition, hits mostly inhibitors; AID 485314; 340,000 tested, 1.3% active; also: potency is read from the fitted curve at half-maximal effect; % is scaled to controls: 0 for no effect and ±100 for the full control effect
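Preincubation: enzyme (10 nM) with compound, 15 min, RT. Reaction: substrate added to 50 nM final. Reads: 0 and 10 min. Analysis: normalized, Hill fit.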
* hit, by the source's call; ? = inconclusive; / = no result given; & = joins results of further samples; [ ] = remark or other dose. Unless noted, calls follow the shape of the dose curve; as a rule, active = well fitted curve in the direction sought with a large enough effect; inconclusive = small, poorly fitted or top-dose-only effect, or another doubt; inactive = no such curve, though single readings can be large; an effect the other way counts as inactive or inconclusive.

SMILES | POLK inh | APE1 inh | ERG Ets-DNA blk | LDHA block | 12-LOX inh | Apoferritin bind | POLH inh | RGS4 inh | Pol beta inh
COc1ccc(C)cc1NC(=S)N1CC(C)OC(C)C1 (centres undefined) | -1% | 4% | -11% | 0 | -5% | -8% | -16% | -41% | 22%
CN(C)c1nc(OCCNC(=O)Nc2ccccc2)nc(N(C)C)n1 | 5% | 3% | -1% | -2 | 0% | -8% | -11% | -9% | 34%
COc1ccc(N2C(=O)C(CC(=O)Nc3ccccc3)N(Cc3cccs3)C2=O)cc1 (centres undefined) | 8% | -2% | 4% | 3 | 3%[57.4 µM] | -4% | -15% | -4% | -9%
COc1ccc(C2=NS(=O)(=O)N(C)C(C(=O)N3CCC(C(N)=O)CC3)=C2)cc1 | -9% | 14% | -2% | -2 | 7% | -16% | 2% | -14% | 6%
COc1cc(C(=S)N2CCOCC2)cc(OC)c1OS(=O)(=O)c1ccc(NC(C)=O)cc1 | -5% | 11% | 0% | 2 | 0% | -10% | -20% | 7% | 11%
COc1ccccc1NC(=O)CSc1nnc(CC(=O)Nc2ccccc2F)n1C | -6% | -2% | 1% | -4 | -2% | -10% | -2% | 5% | 40%
Cc1cc([N+](=O)[O-])cc(C)c1OCC(=O)N/N=C/c1ccc(OC(=O)c2ccccc2Br)cc1 | -6% | -7% | 1% | -8 | -10% | -6% | 10% | -9% | -7%
COc1cc(OC)cc(C(=O)N2CCN(c3ccccc3F)CC2)c1 | -1% | -1% | -5% | -6 | 3% | -15% | -16% | -16%[11.4 µM] | 24%
COc1cccc(Nc2nnc(-c3cc4ccc(O)cc4oc3=O)s2)c1 | 0%[60.1 µM] | / | 8% | -9 | -20% | 65%[activator] | / | ? | ?
COc1ccccc1C1(CC(=O)O)CCOC(C)(C)C1 (centres undefined) | -3% | 1% | -3% | -10 | 0% | -5% | -14% | -20% | -9%
O=C1CCCCCCC1Sc1ccccc1[N+](=O)[O-] (centres undefined) | -5% | 5% | -5% | -1 | 0% | 7.9µM* | -21% | -10%[11.4 µM] | -1%
CCOC(=O)Nc1ccc(C)cc1NC(=O)OCC | -4% | 5% | 0% | -5 | -1% | -8% | -10% | -3% | 2%
CN(C)c1ccc(/C=N/N=C(N)N)cc1[N+](=O)[O-] | 3% | -3% | 3% | -9 | -6% | -23% | -12% | 11% | -1%
CC(C)n1cnc2cc(NCc3ccco3)ccc21 | -14% | -10% | -6% | 17 | -1% | -23% | -6% | -28% | 6%
CCOC(=O)C1CCCN(S(=O)(=O)c2ccc(S(=O)(=O)N(CC)CC)cc2)C1 (centres undefined) | 0% | -1% | -1% | -6 | -4% | ? | 0% | 21% | -23%
COc1ccc(N(CC(=O)N/N=C/c2cc(Br)c(C)o2)S(=O)(=O)c2ccc(NC(C)=O)cc2)cc1 | -15% | -3% | 22% | 0 | 3% | -21% | -9% | -41% | 26%
COC(=O)[C@@]12CCCCN1[C@H](c1ccc(-c3ccc(C(C)=O)cc3)c(OC)c1)[C@@H]1C(=O)N(C)C(=O)[C@@H]12 | 1% | 46%[activator] | 3% | -1 | 11% | / | -13% | -14% | /
CCS(=O)(=O)Nc1ccc(-c2nc3cccnc3s2)cc1 | 1% | -6% | 3% | -2 | 18% | 46%[activator] | -10% | -3% | 3%
O=C1CCN(Cc2ccc(Br)cc2)CCN1[C@H](CO)c1ccccc1 | 6%&-20% | 53%[activator] | 3% | 3 | -3% | -15% | -13% | 8% | 4%
COc1cccc(N=Nc2ccc(O)c3ncccc23)c1 | -12% | 9% | 2% | 11 | ? | -4% | -16% | -24% | 4%
Cc1cccc2nc(CSc3nc4cc([N+](=O)[O-])ccc4s3)cn12 | -3% | 0% | -8% | 4 | 6% | 1% | -13% | ? | 1%
Cc1ccc(C(=O)O/N=C\c2ccc(N3CCOCC3)c([N+](=O)[O-])c2)cc1 | -4% | -1% | -5% | -4 | 62%[activator] | -10% | -12% | 1% | 11%
CCN1CCN(c2ccc(S(=O)(=O)N3CCCCC3)cc2NC(=O)c2cccc(NC(C)=O)c2)CC1 | 3% | -11% | -4% | -4 | 13% | / | 1% | -12% | /
COC(=O)c1sc2nc(CSc3nc4ccc(C)cc4[nH]3)[nH]c(=O)c2c1C | -22% | -4% | 0% | -3 | 32%[activator] | -19% | ? | -46% | -5%
Cc1c(Cl)cccc1-n1nc(C)c2c(C)cc(=O)n(CC(=O)N3CCCc4ccccc43)c21 | 0% | / | -2% | -4 | -14% | 60%[activator] | -9% | 24% | 9%
CCc1ccccc1NC(=O)c1noc2c1CC(C(C)(C)C)CC2 (centres undefined) | 8% | / | 3% | 0 | -24% | ? | -7% | 12% | 2%
CC1CCN(c2c(NCc3ccc(C(=O)N4c5ccccc5CC4C)cc3)c(=O)c2=O)CC1 (centres undefined) | -2% | -2% | 8% | -17 | ? | -5% | 0% | -16% | 1%
Cc1ccc(-n2ncc(C(=O)Nc3ccc(Cl)cc3)c2C2CCNCC2)cc1C | 2% | 4% | 4% | -5 | -9% | -7% | 1% | 17% | 8%
Cc1cccc(Nc2ncc(NC(=O)c3cccc(F)c3)c(Nc3cccc(C)c3)n2)c1 | -7% | / | 7% | -8 | 4% | -8% | -7% | -5% | 0%
O=C(C(=O)N1CCN(Cc2ccc3c(c2)OCO3)CC1)c1c[nH]c2ccccc12 | -12% | -3% | -9% | -9 | -15% | -19% | -5% | 2% | 49%
O=C(CNc1ccccc1-c1ccccc1)NCc1ccccc1 | -3% | -4% | 0% | -7 | 3% | 1% | ? | -21% | 11%
COC(=O)N/N=C/c1cn(CCCOc2ccccc2)c2ccccc12 | -12% | 5% | -2% | 0 | 0% | -12% | -17% | 5% | -13%
CCCCN(C(=O)c1ccc(Cl)c(S(=O)(=O)N2CCOCC2)c1)c1c(N)n(CCC)c(=O)[nH]c1=O | -2% | 3% | 3% | -3 | 16% | 8% | -5% | -24% | 2%
CC(Sc1cccc[n+]1[O-])C(=O)Nc1cccc(S(=O)(=O)N2CCOCC2)c1 (centres undefined) | -1% | 2% | -8% | 3 | -5% | -5% | 6% | 5% | 0%
COc1ccccc1C(C)NCC(=O)NC(=O)NCc1ccco1 (centres undefined) | -31% | 19% | -12% | -2 | 6% | / | ? | -44% | /
Cc1ccc(C(C(=O)NC2CCCCC2)N(C(=O)CCCC(=O)Nc2ccccn2)c2ccc3c(c2)OCCO3)cc1 (centres undefined) | -11% | 3% | -6% | -20 | 0% | -1% | -12% | 12% | -12%
O=C(CN(C(=O)CCC(=O)Nc1nccs1)c1cccc(F)c1)NCCc1ccccc1 | -8% | 7% | -1% | -4 | -5% | 3% | -20% | -25% | 49%
CC(=O)N1CCCc2cc(S(=O)(=O)N3CCC(C(=O)NCc4cccc(C)c4)CC3)ccc21 | -3%[60.1 µM] | / | 4% | 1 | -16% | 0% | -5% | 23% | 1%
N#C/C(=C\c1ccccc1OCc1ccc(C(=O)O)cc1)C(=O)Nc1ccc(O)cc1 | -3% | 9% | -3% | -3 | -6% | -14% | ? | ? | 24%
Cn1ncc(Br)c1C(=O)N/N=C/c1ccc(OS(=O)(=O)c2ccccc2)cc1 | ? | -9% | -8% | -4 | 9% | -16% | -19% | -4% | -14%
Cc1cccc(NC(=O)CN2CCN(C(=O)c3cccc(-n4cnnn4)c3)CC2)c1C | 1% | 15% | 9% | -2 | 201%[activator] | / | -8% | ? | /
CCC(C(=O)NC1CCCC1)N(Cc1ccc2c(c1)OCO2)C(=O)c1snc(C(N)=O)c1N (centres undefined) | 11% | -1% | -2% | -3 | -13% | ? | -9% | -11% | 17%
CN1CCC(N(C)S(=O)(=O)c2ccc(NC(=O)Cc3ccc(F)cc3)cc2)CC1 | -5% | 27% | 0% | -4 | 303%[activator] | / | -24% | -4% | /
O=C(c1ccco1)N1CCN(c2ccc([N+](=O)[O-])cc2F)CC1 | 5% | -2% | -6% | 3 | ? | -21% | -7% | ? | ?
CCN1CCCc2cc(CN(CCN3CCOCC3)C(=S)Nc3ccc(OC)c(Cl)c3)ccc21 | -14% | 0% | 11% | 1 | -21% | -15% | -17% | -21% | 5%
NC(=O)c1ncn([C@@H]2O[C@H](CN=C3NS(=O)(=O)c4ccccc43)[C@@H](O)[C@H]2O)n1 | 6% | / | -3% | 0 | ? | / | -13% | -6% | /
COc1cccc(NC(=O)c2cc3ccccc3oc2=O)c1 | 8% | 22% | -9% | 0 | 11% | -6% | -12% | -6% | -9%
CC1=NN(/C(=N\c2nnc(C)s2)Nc2ccc(C(C)(C)C)cc2)[C@H](c2ccc(C)cc2)S1 | -8% | 5% | -7% | -1 | 4% | -9% | -25% | -14% | 2%
CCOC(=O)c1sc2nc(C)cc(C)c2c1N | -11% | 10% | 5% | -3 | -15% | 151%[activator] | -5% | 23% | 1%
COc1ccccc1NS(=O)(=O)c1cc(NC(=O)c2sc3cc(Cl)ccc3c2Cl)ccc1C | 1% | 3% | -7% | -4 | -6% | -4% | -4% | -30% | -29%
O=C(COc1ccc2ccccc2c1)NNC(=O)Cc1cccc2ccccc12 | -7% | -1% | -4% | -6 | 30%[activator] | 9% | -4% | -3% | 1%

The list is partial; the hit share may differ from the screen's.
